# MKP-1 inh – human dual specificity phosphatase 1 inhibition. recombinant MKP-1, OMFP hydrolysis fluorescence. inhibition, %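 (compounds tested at a single concentration somewhere between 10 and 100 µM)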. 0.15% of 65,000 active. AID 374. P28562;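 active = inhibition above about 50%, limit read from the data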;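 note: 0% = DMSO max control wells and 100% = wells with enzyme stopped by NaOH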
# FXIa inh mix – inhibitors of human coagulation factor XIa, pooled mixtures | P03951 | purified FXIa, fluorogenic substrate | inhibition, % at 5 µM | 0.19% of 62,000 active;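 note: each value is inhibition by a whole ten-compound pool holding the compound; 0% = enzyme with no mixture and 100% = wells lacking enzyme; strong numbers were not always called active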
# Target sequence (P03951 19-387 limits assumed): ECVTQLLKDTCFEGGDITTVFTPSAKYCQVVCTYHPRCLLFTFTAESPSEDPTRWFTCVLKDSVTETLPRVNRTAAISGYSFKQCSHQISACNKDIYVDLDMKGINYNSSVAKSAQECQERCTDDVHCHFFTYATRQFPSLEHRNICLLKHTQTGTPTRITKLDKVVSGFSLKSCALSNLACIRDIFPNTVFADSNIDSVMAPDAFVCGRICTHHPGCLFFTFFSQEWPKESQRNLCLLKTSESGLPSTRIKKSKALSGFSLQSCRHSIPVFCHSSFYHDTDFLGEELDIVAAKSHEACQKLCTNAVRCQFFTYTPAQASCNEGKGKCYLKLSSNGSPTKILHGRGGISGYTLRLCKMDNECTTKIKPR
# Target sequence (P03951 388-625 limits assumed): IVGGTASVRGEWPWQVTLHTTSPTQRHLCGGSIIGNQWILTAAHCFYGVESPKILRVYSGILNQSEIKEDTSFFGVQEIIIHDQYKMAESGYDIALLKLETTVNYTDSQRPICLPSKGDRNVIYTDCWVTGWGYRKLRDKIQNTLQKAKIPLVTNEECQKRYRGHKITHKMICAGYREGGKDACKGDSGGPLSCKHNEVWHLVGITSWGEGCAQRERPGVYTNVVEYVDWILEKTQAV
# Hsp90 inh – displaces geldanamycin probe from tumor Hsp90; NCI-N417 lysate Hsp90, Cy3B-geldanamycin FP displacement; inhibition, % at 30 µM; 0.35% of 64,000 active;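 active = inhibition above 50%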;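 note: 0% = tracer plus lysate wells and 100% = tracer alone without lysate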
# HTR1A agonist – agonists of human 5-HT1a serotonin receptor; P08908; CHO 5-HT1a Ga15 NFAT-bla reporter, FRET ratio; 0% basal, 100% maximal reference agonist; activation, % at 10 µM; 0.56% of 65,000 active; AID 567;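 active = activation above the screen-wide mean activation plus 3 SD, cut at about 19% in these data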;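 note: 0% = DMSO wells and 100% = 5-CT at EC100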
# Cdc25B inh – inhibitors of human Cdc25B phosphatase; P30305; recombinant Cdc25B, OMFP fluorescence Ex485/Em525; inhibition, %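 (compounds tested at 10 µM final in the well)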; 0.1% of 65,000 active; in the data active = inhibition above about 50%
# C1s inh – blocks human complement C1s protease activity; mean inhibition % of two 10-compound mixtures (active compounds read high), % at 5 µM (by protocol); 0.16% of 62,000 active; purified C1s, fluorogenic AMC substrate, pooled mixtures; P09871;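 active = inhibition above 20% in each of the two 10-compound mixture wells holding the compound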;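 note: 0% = enzyme wells lacking compound mixture and 100% = no-enzyme blank wells; some compounds called inactive have numbers as strong as hits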
# CatL inh – inhibitors of human cathepsin L; 0.17% of 58,000 active; P07711; purified cathepsin L, fluorogenic substrate, fluorescence; AID 460; inhibition, %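 (tested at 10 µM)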; in the data active = inhibition above about 45%;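 note: 0% = enzyme with no compound and 100% = no enzyme blank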
# CatG inh – blocks human cathepsin G enzyme activity; P08311; 0.2% of 62,000 active; AID 581; inhibition, % at 5 µM (by protocol); purified enzyme, AMC-tetrapeptide fluorescence, pooled mixtures;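 active = inhibition above 20% in each of the two mixture wells holding the compound; inactive = inhibition of 20% or less in either well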;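 note: 0% = enzyme control without mixture and 100% = blank lacking enzyme; strong numbers were not always called active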
# Target sequence (P08311 21-244 limits assumed): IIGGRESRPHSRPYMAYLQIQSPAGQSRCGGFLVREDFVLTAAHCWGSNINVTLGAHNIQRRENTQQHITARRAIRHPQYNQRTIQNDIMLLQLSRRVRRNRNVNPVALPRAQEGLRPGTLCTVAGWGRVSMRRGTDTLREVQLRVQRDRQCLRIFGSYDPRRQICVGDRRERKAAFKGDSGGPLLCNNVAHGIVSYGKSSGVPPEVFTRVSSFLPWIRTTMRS
# FXIIa mix inh – factor XIIa (human) inhibition, mixture screen | P00748 | purified FXIIa, fluorogenic substrate, pooled mixtures | inhibition, % at 5 µM | 0.2% of 62,000 active | AID 684;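 note: 0% = enzyme without compound and 100% = no enzyme blank; some results filed as inactive read as strong as hits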
# The depositor's hits bear a star; nt = not tested or not shown. Cut-off read from the data, not from the text of the source, unless noted: active = inhibition above about 20% (passing the limit was not always enough); inactive = the rest.
cpd	smiles	MKP-1 inh	FXIa inh mix	Hsp90 inh	HTR1A agonist	Cdc25B inh	C1s inh	CatL inh	CatG inh	FXIIa mix inh
1	COc1ccc(NC(=O)c2cccnc2)c(OC)c1	9	11	-4	-2.8	1	12	14	11	32
2	O=C(O)C1CCCN1C(=O)c1cncc(Br)c1 (configuration not stated)	3	0	-1	-3.1	-1	-22	-11	-4	45
3	CC(C)CCSc1nc(N2CCOCC2)c2c(c1C#N)CC(C)(C)OC2	25	7	1	-2.8	-25	16	-1	5	4
4	CCOC(=O)N1CCN(CC(=O)Nc2c(C(=O)OC)[nH]c3ccc(Cl)cc23)CC1	9	4	-7	-0.2	6	-23	-9	-7	8
5	O=C(Nc1scc(-c2ccc(F)cc2)c1C(=O)O)c1ccco1	5	0	-2	-1.4	0	-45	4	-6	-3
6	CC(=O)Nc1nc(C)c(Oc2ccccc2)c(=O)[nH]1	3	-40	-2	-1.7	10	-207	-3	-26	3
7	CCn1c2ccccc2c2nnc(SCC(=O)c3ccccc3)nc21	0	-4	5	2.9	-4	0	12	14	20
8	Cc1ccccc1-c1noc(-c2ccccc2C(=O)N2CCCC2)n1	-27	4	-2	0.6	-6	4	7	-2	-12
9	CC(C)(C)NC(=O)Cn1nnc(-c2ccc(S(C)(=O)=O)cc2)n1	2	11	2	-3.2	-3	7	-3	2	5
10	Cc1ccc(C2C(C#N)=C(N)Oc3c2sc2ccccc32)o1 (configuration not stated)	15	4	-12	-0.1	3	-7	0	-3	4
11	C/C(Cl)=C/Cn1c(N2CCCC2)nc2c1c(=O)n(C)c(=O)n2C	5	4	-4	-0.9	-12	8	-2	9	-34
12	Cc1ccc(F)cc1NC(=O)c1cccc(N(C)C)c1	0	2	-4	-1.9	-2	7	-5	9	4
13	COCCOCCOCCC(=O)NC1CC2CCC1(C)C2(C)C (configuration not stated)	-8	nt	0	-2.0	-21	nt	-2	nt	nt
14	CCCn1c(SCC(=O)O)nc2ccccc21	-9	0	-1	1.6	-16	-2	-7	1	10
15	COc1ccc(C(=O)N(Cc2ccc(N(C)C)cc2)C2CCS(=O)(=O)C2)cc1 (configuration not stated)	0	-16	-2	2.0	9	-59	23	-12	-1
16	Cc1nn(C)c(C)c1Sc1ccc(Br)cc1	18	5	0	-3.0	4	-8	-3	-3	-12
17	O=C(Nc1cccc(F)c1)Nc1ccccn1	11	6	nt	-1.5	-17	8	nt	8	11
18	Cc1coc2c(O)cc3c(c12)OC1(N2CCCCC2)C(=O)NCCCC31 (configuration not stated)	38	nt	97*	-3.1	30	nt	5	nt	nt
19	CCOC(=O)N1CCN(Cc2ccccn2)CC1	14	2	0	0.4	6	-52	nt	-4	6
20	CCCC(c1nnnn1Cc1ccccc1)N1CCN(c2ccccc2OC)CC1 (configuration not stated)	2	6	-5	-0.4	-13	7	8	12	-17
21	CCCCn1c(SCC(=O)Nc2cc(C)on2)nnc1-c1cccnc1	6	-20	0	-2.0	-4	-52	-1	-14	0
22	Cn1nc(-c2ccc(Cl)cc2)c2cc(C(=O)NCCN3CCOCC3)sc21	18	5	-3	0.7	4	-58	nt	-11	2
23	Cc1occc1C(=O)NC1CCCc2ccccc21 (configuration not stated)	-11	-31	-8	-0.1	-3	-210	0	-16	1
24	COc1cc2c(=O)n(CC3CCCO3)c(=O)n(CC(=O)Nc3ccc(F)cc3F)c2cc1OC (configuration not stated)	-4	4	-1	1.2	1	-10	nt	-2	-19
25	COC(=O)C1=C(C)N=c2s/c(=C3\C(=O)Nc4ccccc43)c(=O)n2C1c1ccccc1 (configuration not stated)	37	3	-2	0.3	-7	-1	nt	7	-18
26	Cc1ccc(Nc2ncnc3nc[nH]c23)cc1Cl	4	7	-4	-3.2	-1	12	-1	9	-12
27	CCN1C(=O)c2cccc3c(S(=O)(=O)Nc4ccccn4)ccc1c23	-8	-6	-1	-2.0	-6	-10	-3	2	4
28	CCOc1cc(/C=N/n2cnnc2)cc(Br)c1O	-13	8	2	-0.4	-5	0	3	4	11
29	O=c1ccccn1Cc1ccccc1F	-17	6	0	0.1	-10	-19	1	1	9
30	O=C(Nc1cccnc1N1CCOCC1)c1ccco1	-2	5	-5	0.8	-8	-7	-2	13	2
31	CC1(C)CC(=O)c2cc(OCC(=O)NCc3cccnc3)ccc2O1	-15	-5	-2	-0.3	-16	-56	-81	-13	-3
32	COC(=O)CNC(=O)c1nn(-c2cccc(OC)c2)c(=O)c2ccccc12	-9	9	1	-3.1	3	11	-2	7	-12
33	CSc1nc(C)c(Cl)c(C)c1C#N	-10	0	0	-3.1	5	3	-7	-2	1
34	O=C(NCCCn1ccnc1)c1cc(C2CC2)on1	8	3	-5	-1.2	-3	14	29	10	5
35	O=C(NCC(c1cccnc1)N1CCOCC1)c1cccs1 (configuration not stated)	-10	13	-4	0.6	-6	1	4	4	9
36	COc1cccc(-n2c(SCC(=O)Nc3cc(C)on3)nc3ccccc3c2=O)c1	12	-6	-4	-0.4	-10	-7	6	9	0
37	CC(C)CCNC(=O)CCn1nc(-c2ccccc2)ccc1=O	3	2	2	-1.1	-2	5	20	13	3
38	Cc1ccc(NC(=O)C2CCCN2C(=O)Oc2ccccc2)cc1 (configuration not stated)	25	-4	2	-4.6	-1	6	0	3	6
39	COc1cc(OC)c(NC(=O)Nc2ccc(OC)c(OC)c2)cc1Cl	13	2	12	-0.4	-9	-19	28	5	1
40	COc1ccc(-c2noc(COc3ccc4ccccc4c3Br)n2)cc1OC	-1	5	-4	1.2	-1	11	-2	14	3

# An excerpt from above, showing only CatL inh and Hsp90 inh.
entry	canonical_smiles	CatL inh	Hsp90 inh
39	COc1cc(OC)c(NC(=O)Nc2ccc(OC)c(OC)c2)cc1Cl	28	12
40	COc1ccc(-c2noc(COc3ccc4ccccc4c3Br)n2)cc1OC	-2	-4

# Further results follow.
cpd	smiles	MKP-1 inh	FXIa inh mix	Hsp90 inh	HTR1A agonist	Cdc25B inh	C1s inh	CatL inh	CatG inh	FXIIa mix inh
41	Cc1nc2ccccn2c1C(=O)NC1CCCCC1	8	5	-6	-1.3	-5	17	5	12	7
42	CC(C)OCCCNC(=O)c1ccc(NC(=O)C2CCCO2)cc1 (configuration not stated)	4	7	nt	1.6	-10	4	0	-1	10
43	COc1ccc(NC(=O)CSc2nnc(Cn3c(=O)sc4ccccc43)n2C)c(OC)c1	3	3	-1	0.1	-9	-19	2	-8	18
44	Cc1cccc2cc3c(NC(=O)C(C)C)nn(C)c3nc12	-10	1	-3	4.6	3	7	-33	13	7
45	Cc1[nH]n2c(=O)cc(C(C)(C)C)nc2c1-c1ccccc1	-12	3	-2	-1.3	14	14	26	9	-3
46	COc1cc(CN2CCN(S(=O)(=O)c3ccc(NC(C)=O)cc3)CC2)cc(OC)c1O	-10	9	3	1.0	4	-220	0	-20	3
47	CCC(C)(C)NC(=O)C(c1cccn1C)N(C(=O)Cn1nnc2ccccc21)c1ccc(OC)cc1 (configuration not stated)	13	2	-5	-2.2	-1	4	25	14	1
48	Cc1nn2c3ccccc3nc2n(Cc2ccccc2)c1=O	4	6	-4	-0.7	1	-4	1	0	3

# 4 successive records already listed, for reference:
cpd	smiles	MKP-1 inh	FXIa inh mix	Hsp90 inh	HTR1A agonist	Cdc25B inh	C1s inh	CatL inh	CatG inh	FXIIa mix inh
45	Cc1[nH]n2c(=O)cc(C(C)(C)C)nc2c1-c1ccccc1	-12	3	-2	-1.3	14	14	26	9	-3
46	COc1cc(CN2CCN(S(=O)(=O)c3ccc(NC(C)=O)cc3)CC2)cc(OC)c1O	-10	9	3	1.0	4	-220	0	-20	3
47	CCC(C)(C)NC(=O)C(c1cccn1C)N(C(=O)Cn1nnc2ccccc21)c1ccc(OC)cc1 (configuration not stated)	13	2	-5	-2.2	-1	4	25	14	1
48	Cc1nn2c3ccccc3nc2n(Cc2ccccc2)c1=O	4	6	-4	-0.7	1	-4	1	0	3

# Later entries
cpd	smiles	MKP-1 inh	FXIa inh mix	Hsp90 inh	HTR1A agonist	Cdc25B inh	C1s inh	CatL inh	CatG inh	FXIIa mix inh
49	Cc1cc(F)ccc1NCc1ccncc1	9	-2	-7	-1.5	2	-17	8	6	5
50	CCOC(=O)CCNC(=O)c1ccccc1Br	11	2	6	-2.1	3	-2	7	-1	3
51	Cc1ccc(NC(=O)CN(C)C(=O)CN2C(=O)NC(C)(c3ccccc3)C2=O)cc1 (configuration not stated)	17	10	-3	-5.6	3	-27	3	-1	4
52	COC(=O)Cc1c(C)nc2nc(-c3ccccc3)[nH]n2c1=O	2	2	-6	-2.8	-9	-11	-3	-4	3
53	O=C(COC(=O)c1ccccc1O)Nc1ccc(OC(F)F)cc1	1	1	-3	-1.0	-2	-39	0	-10	7
54	O=C(Cn1c(=O)[nH]n(-c2ccccc2)c1=O)N1CCCc2ccccc21	10	9	-3	-3.7	0	-34	1	0	10
55	CCOC(=O)N1CCN(C(=O)CSc2nnc(-c3cccc(Cl)c3)o2)CC1	-6	2	0	2.6	-6	2	-7	9	-4
56	COc1ccc(-c2cc3ccccc3n2CC(O)CNC(CO)(CO)CO)cc1 (configuration not stated)	-16	10	-8	2.7	-2	15	-13	10	-3
57	COc1cc(C2N(c3cccc(Cl)c3)C(=O)C3CCCN32)cc(OC)c1OC (configuration not stated)	7	3	-2	-1.2	0	-32	-3	11	7
58	Cc1ccc(-n2c(SCC3CCCCO3)nnc2-c2ccco2)cc1 (configuration not stated)	8	-3	-2	4.1	-15	3	2	4	2
59	CS(=O)(=O)N1CCC(C(=O)Nc2c(F)cccc2F)CC1	-7	7	0	-3.1	-9	-7	-8	8	11
60	COc1ccc(OC)c(CNC(=O)C2CCCN(c3nc4ccccc4o3)C2)c1 (configuration not stated)	28	1	-2	0.7	-3	-23	22	14	25
61	CCC(=O)Nc1cccc(NC(=O)CSc2nnnn2C)c1	-2	6	-1	-2.9	-5	-26	-12	-1	4
62	CCC(NC(=O)c1ccccc1O)c1ccccc1 (configuration not stated)	-18	10	-4	2.3	-4	3	2	1	-20

# 5 entries from above, set out differently.
# Results follow in this order: MKP-1 inh	FXIa inh mix	Hsp90 inh	HTR1A agonist	Cdc25B inh	C1s inh	CatL inh	CatG inh	FXIIa mix inh
33) CSc1nc(C)c(Cl)c(C)c1C#N
  -10	0	0	-3.1	5	3	-7	-2	1
5) O=C(Nc1scc(-c2ccc(F)cc2)c1C(=O)O)c1ccco1
  5	0	-2	-1.4	0	-45	4	-6	-3
39) COc1cc(OC)c(NC(=O)Nc2ccc(OC)c(OC)c2)cc1Cl
  13	2	12	-0.4	-9	-19	28	5	1
41) Cc1nc2ccccn2c1C(=O)NC1CCCCC1
  8	5	-6	-1.3	-5	17	5	12	7
3) CC(C)CCSc1nc(N2CCOCC2)c2c(c1C#N)CC(C)(C)OC2
  25	7	1	-2.8	-25	16	-1	5	4

# Single values from above.
# FXIIa mix inh, entry 61 : 4
# CatG inh, entry 53 : -10
# CatG inh, entry 49 : 6
